# Screening results as filed in PubChem BioAssay.
# hIAP activ: increases human intestinal alkaline phosphatase activity | P09923 | purified human IAP, CDP-Star luminescence, 30 min; stronger effect = higher value; 1 = vehicle-only enzyme, 0 = enzyme-free background | activation factor at 10 µM | 330,000 compounds, 0.16% hits;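 active = activation factor of the enzyme at least 2-fold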; also: the source names both 10 and 20 µM as test concentration; values of inactives mirror those of a sister screen read the other way
# Target sequence (P09923 whole entry, looked up): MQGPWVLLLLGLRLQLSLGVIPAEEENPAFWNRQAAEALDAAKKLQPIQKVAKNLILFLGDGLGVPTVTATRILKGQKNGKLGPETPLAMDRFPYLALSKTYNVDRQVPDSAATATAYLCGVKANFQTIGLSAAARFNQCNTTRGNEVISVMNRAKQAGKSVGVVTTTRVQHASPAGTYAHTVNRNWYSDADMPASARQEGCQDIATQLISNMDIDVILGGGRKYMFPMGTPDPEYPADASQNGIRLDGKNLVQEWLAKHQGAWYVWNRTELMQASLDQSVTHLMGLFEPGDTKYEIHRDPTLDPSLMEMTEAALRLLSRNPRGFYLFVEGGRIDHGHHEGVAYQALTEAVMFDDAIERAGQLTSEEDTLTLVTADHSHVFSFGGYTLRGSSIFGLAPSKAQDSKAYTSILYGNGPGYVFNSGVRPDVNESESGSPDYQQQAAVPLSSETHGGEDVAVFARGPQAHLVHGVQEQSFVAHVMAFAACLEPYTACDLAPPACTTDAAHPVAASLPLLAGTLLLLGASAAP
# APOBEC3A inh: inhibitors of human APOBEC3A DNA deaminase; P31941; recombinant A3A, FAM/TAMRA ssDNA deamination fluorescence; inhibition, % at 20 µM; 330,000 compounds, 0.41% hits; AID 493011;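 active = at least 40% inhibition at 20 µM here, with at most 30% in a related deaminase screen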;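 also: plate controls were A3A with DMSO for no effect and wells lacking A3A enzyme for full effect; some results filed as inactive read as strong as hits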
# Target sequence (P31941 whole entry, looked up): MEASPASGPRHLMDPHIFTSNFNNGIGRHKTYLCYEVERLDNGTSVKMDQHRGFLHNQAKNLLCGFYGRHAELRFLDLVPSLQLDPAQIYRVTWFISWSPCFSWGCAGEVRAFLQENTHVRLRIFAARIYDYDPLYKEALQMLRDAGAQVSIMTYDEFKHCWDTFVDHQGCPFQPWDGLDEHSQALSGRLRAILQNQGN
# mIAP inh: blocks mouse intestinal alkaline phosphatase. purified mouse IAP, CDP-Star luminescence, 30 min. inhibition, % at 10 µM. 330,000 compounds, 0.2% hits. AID 2806;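 active = inhibition of at least 40% at 10 µM in the primary screen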;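 also: plate controls were DMSO with enzyme for no effect and no enzyme wells for full effect; values of inactives mirror those of a sister screen read the other way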
# ATG4B inh: ATG4B (human) cysteine protease inhibition; Q9Y4P1; ATG4B cleavage of LC3-PLA2, NBD-HPC fluorescence, 1 h; inhibition, % at 8.33 µM; 340,000 compounds, 0.51% hits; in the data active = inhibition above about 40%
# mIAP act: mouse IAP activation. muIAP, CDP-Star luminescence, 30 min; stronger effect = higher value; 1 = vehicle-only enzyme signal, 0 = enzyme-free wells. activation factor at 10 µM. 330,000 compounds, 0.24% hits;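 active = activation factor of at least 2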; also: the source names both 10 and 20 µM as test concentration; values of inactives mirror those of a sister screen read the other way
#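 System: mouse IAP enzyme. Reagent: CDP-Star chemiluminescent phosphatase substrate. Benchmarks: DMSO wells, no-enzyme wells. Times: 30 min enzyme-substrate-compound incubation at room temperature. Detection: luminescence from enzymatic CDP-Star hydrolysis. Doses: test compounds delivered from DMSO solution.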
# hIAP inh: blocks human intestinal alkaline phosphatase | P09923 | purified IAP, CDP-Star luminescence, 30 min | inhibition, % at 10 µM | 330,000 compounds, 0.12% hits | AID 2544;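 active = inhibition reaching a set limit with compound at 10 µM in the primary screen, cut at about 35% in these data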;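 also: plate controls were DMSO wells with enzyme for no effect and no-enzyme buffer wells for full effect; values of inactives mirror those of a sister screen read the other way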
# PfG6PD inh: PfG6PD (Plasmodium falciparum) enzyme inhibition. inhibition, % at 20 µM. 350,000 compounds, 0.78% hits. PfGluPho enzyme, NADPH resazurin-diaphorase fluorescence. AID 504690;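 active = inhibition reaching at least a set limit at 20 µM in the primary screen, cut at about 59% in these data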;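 also: 0% = DMSO wells with substrate and 100% = DMSO wells lacking glucose-6-phosphate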
# HKDC1 inh: inhibitors of human hexokinase HKDC1 | recombinant HKDC1, G6PDH/diaphorase resazurin coupled fluorescence | inhibition, % at 20 µM | 340,000 compounds, 0.16% hits;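 active = inhibition above about 35% when tested at 20 µM, limit read from the data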;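 also: plate controls were DMSO wells with enzyme for no effect and DMSO wells lacking enzyme for full effect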
#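 Test system: Recombinant HKDC1 (HK5) hexokinase enzyme, produced in-house | Input: HKDC1 at 5 µg/mL | Buffer or medium: Tris pH 8.0 buffer with MgCl2, Tween-20, BSA, BME | Schedule: 90 min reaction incubation at room temperature, dark | Technique: Resazurin-to-resorufin fluorescence via G6PDH and diaphorase coupling, 525/613 nm | Controls: DMSO wells with and without enzyme mix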
# * marks the source's active call; other numbers are inactive results; x = not tested or not shown.
SMILES,hIAP activ,APOBEC3A inh,mIAP inh,ATG4B inh,mIAP act,hIAP inh,PfG6PD inh,HKDC1 inh
O=C(c1ccc(Cl)c(S(=O)(=O)N2CCOCC2)c1)N1CCc2ccccc2C1,1.1,-1,4,-4,0.96,-5,-14,-4
CC1(C)CC(=O)C2=C(C1)N(CCN1CCOCC1)C1=C(C(=O)CC(C)(C)C1)C2c1ccc(Cl)cc1,1.3,-1,-13,-13,1.1,-26,23,-3
Cc1cccc(C2c3[nH]c4ccccc4c3CCN2Cc2cccn2-c2ncccn2)c1 (stereo not given),0.94,2,15,4,0.85,6,-2,0
OC(CNCc1ccccc1)c1ccccc1 (stereo not given),0.97,0,-1,-11,1,3,6,-4
COc1ccc(S(=O)(=O)N2CCOC2CNC(=O)C(=O)NCc2ccc3c(c2)OCO3)cc1 (stereo not given),1,-2,1,4,0.99,-4,-5,-6
CSc1ccc(S(=O)(=O)N(C)Cc2ccccc2)cc1,1,-4,8,26,0.92,-1,-4,16
Cc1ccc(C)c(N(CC(=O)NC2CCCC2)C(=O)c2csnn2)c1,1.2,-5,-5,-6,1.1,-18,13,-5
Cc1[nH]cnc1C(=O)N/N=C/c1c(Cl)cccc1Cl,1.4,1,10,1,0.9,-35,11,-6
CCCn1nnnc1NC(=O)c1cc(Br)ccc1OC,1.1,-3,4,10,0.96,-8,-13,-4
COC(=O)c1ccc(CNC(=O)c2coc3ccccc3c2=O)cc1,0.98,0,1,-5,0.99,2,7,-12
CCCCn1c(N)c(N(CC(C)C)C(=O)C2CC(=O)N(c3ccc(CC)cc3)C2)c(=O)[nH]c1=O (stereo not given),1,-3,2,5,0.98,-5,1,-6
Cc1ccc([N+](=O)[O-])cc1S(=O)(=O)Nc1ccc(OCC(=O)N2CCOCC2)cc1,1.1,5,-9,-3,1.1,-14,2,-1
O=C1[C@@H](c2ccccc2)[C@@H](c2ccccc2)N1c1cccnc1,x,2,-12,2,1.1,x,-12,6
OC(COc1c(F)cc(Br)cc1F)CN1CCc2ccccc2C1 (stereo not given),1.1,-8,-5,2,1.1,-13,-10,3
Cc1cc2n(n1)C(c1sccc1C)Nc1c(C)cccc1-2 (stereo not given),0.86,4,1,-1,0.99,14,-6,-3
COC(=O)c1sccc1NC(=O)CCC1CCCC1,1.1,2,6,-3,0.94,-9,-6,8
CCC1(CC)Cc2ccccc2C(=C(C#N)C#N)N1,0.99,-1,3,-8,0.97,1,2,-4
c1ccc(-n2nnnc2Cc2nnnn2-c2ccccc2)cc1,1.1,-7,-15,1,1.1,-8,-10,-10
COc1ccc(CCN(C)C(=O)C23CC4CC(CC(Cl)(C4)C2)C3)cc1OC,1.1,2,4,-1,0.96,-14,-14,-6
NC(=O)Cc1c[nH]c2cccc(O)c12,1.1,-9,1,28,0.99,-8,19,15
COc1ccc(-c2csc(-c3ccccc3)n2)c(OC)c1,0.9,2,7,-2,0.93,10,5,-3
O=C(C[n+]1ccc2ccccc2c1)Nc1cc(C(F)(F)F)ccc1Cl,0.84,-1,-3,-3,1,16,-5,8
Oc1ccc2ccccc2c1/C=N/n1cnnc1,0.95,-3,4,-13,0.95,5,4,24
COc1ccc(-n2nc3ccc(N)cc3n2)cc1Cl,1.1,6,6,-1,0.94,-14,11,9
COc1ccc(OC)c(N(CC(=O)NCCSc2ccccc2)S(C)(=O)=O)c1,0.94,0,-2,-21,1,6,-3,0

# Copied from the list.
# Reading of `Oc1ccc2ccccc2c1/C=N/n1cnnc1` under PfG6PD inh: 4
# Reading of `OC(CNCc1ccccc1)c1ccccc1` (stereo not given) under ATG4B inh: -11

# Further results follow:
SMILES,hIAP activ,APOBEC3A inh,mIAP inh,ATG4B inh,mIAP act,hIAP inh,PfG6PD inh,HKDC1 inh
CC(C)(C)NC(=O)C(=O)N/N=C/c1ccc(Br)cc1,1.1,1,6,-2,0.94,-12,12,-6
CC(C)c1ccccc1OCC(=O)N1CCCCCCC1,0.95,-5,-6,1,1.1,5,-5,-3
O=C(CCl)Nc1cc(-c2ccccc2)nn1-c1ccccc1,1.1,-1,-2,1,1,-9,-2,20
O=C(Nc1ccccc1N1CCCCC1)c1ncoc1-c1cccc(F)c1,0.93,1,2,-3,0.98,7,4,-5
Cn1cnnc1Sc1nc2ccccc2nc1NS(=O)(=O)c1ccccc1,1.1,-1,-5,-11,1,-8,14,11
CN1CCC(N(CCc2ccccc2)C(=O)CCC(=O)O)CC1,1.1,-6,1,-3,0.99,-5,-18,2
CCc1c(C)sc(NC(=S)N2CCN(S(C)(=O)=O)CC2)c1C(=O)OC,1.1,0,9,5,0.91,-5,1,-7
CCc1nnc(NC(=O)CCN2C(=O)c3ccccc3S2(=O)=O)s1,1.3,-3,-10,-3,1.1,-31,-8,-8
CCOC(=O)CC(NS(=O)(=O)c1ccc2[nH]c(=O)sc2c1)c1ccc(C)cc1 (stereo not given),0.96,2,-1,5,1,4,-23,-1
CCN1CCN(C(=O)CN(CC)S(=O)(=O)c2ccc(F)cc2)CC1,1.1,-6,-2,-3,1,-10,15,-3
CCOC(=O)C1(Cc2ccc(Cl)cc2)CCN(C(=O)CCc2cnccn2)CC1,0.94,2,-8,2,1.1,6,-6,-11
COC(=O)Nc1ccc(=O)n(Cc2c(Cl)cccc2Cl)c1,1.1,-3,11,0,0.89,-9,-11,0
Cc1cc(=O)n2cc(-c3ccccc3)nc2[nH]1,0.9,2,-2,3,1,10,-11,-1
CCOC(=O)C1(CCOc2ccccc2)CCN(Cc2cccc3nonc23)CC1,0.81,0,12,-4,0.88,19,-1,-1
CC(C)CCc1noc(CN(C)CCC2CCOCC2)n1,1.2,-2,-10,-2,1.1,-24,-9,-6
Cc1ccc(CCNS(=O)(=O)c2ccc(C)cc2)cc1,1,0,9,-6,0.91,-2,-1,3
N#CCCn1c(Cl)nc2ccccc21,0.96,1,3,-4,0.97,4,-16,15
CCOc1ccccc1C(=O)NCC(=O)NCC(C)(C)N1CCOCC1,1,-2,-1,7,1,-4,-2,-5
CCCOc1ccccc1OCC(=O)N1CCN(S(=O)(=O)c2ccc(Cl)cc2)CC1,0.94,7,2,-4,0.98,6,10,0
CCOC(=O)n1c(=O)n(Cc2ccc(OC)cc2)c2ccccc21,1.1,3,1,-3,0.99,-8,8,-5
Cc1ccc(N2CC(C(=O)Nc3ccc4c(c3)OCCO4)CC2=O)cc1 (stereo not given),0.96,-1,4,-2,0.96,4,0,8
O=C(c1cc(-c2ccc(Cl)cc2)on1)N1CCN(c2ccccc2)CC1,0.98,4,6,0,0.94,2,-12,0
Cn1c(-c2ccccc2Br)n[nH]c1=S,0.92,-4,2,-3,0.98,8,7,-9
CC(C)C(=O)N1CCC2(CC1)Oc1ccc(F)cc1C(=O)C21CC(c2ccc(Cl)cc2)=NO1 (stereo not given),1,-3,4,-6,0.96,-1,10,0
CCCCc1nnc(NC(=O)CSc2nc(=O)cc(N)n2-c2ccccc2)s1,0.97,-2,10,11,0.9,3,-10,-6
# Next section.
SMILES,hIAP activ,APOBEC3A inh,mIAP inh,ATG4B inh,mIAP act,hIAP inh,PfG6PD inh,HKDC1 inh
O=C(O)CNC(=S)N(Cc1ccccc1)Cc1ccccc1F,0.93,-2,-2,-4,1,7,0,-9
O=C(CSc1nncs1)NCCNC(=O)CSc1nncs1,0.99,3,-4,4,1,1,0,-6
Nc1cc(=O)[nH]c(SCC(=O)Nc2cc(S(=O)(=O)N3CCCCCC3)ccc2Cl)n1,1.1,0,17,6,0.83,-10,-48,1
O=C1NCCOC(=O)[C@H](Cc2ccc(F)cc2)C/C=C\C[C@@H]1CC(=O)N(CCO)Cc1ccccc1,0.98,-1,13,-1,0.87,2,-14,0
C=CCn1c(SCC(N)=O)nc2nc3c(cc2c1=O)COC(C)(C)C3,1.1,5,-7,-6,1.1,-7,6,-8
CCCC1=C(C(=O)OCC)C(c2cc(Cl)cc(OC)c2OCC(=O)OCC)NC(=O)N1 (stereo not given),1.1,-1,0,-11,1,-6,-6,-2
CCOC(=O)C1=CN(Cc2cccc(I)c2)S(=O)(=O)N(C)C1C (stereo not given),x,1,1,-2,0.99,x,6,-1
COCCNC(=O)c1cc(-c2cccc(OC)c2)on1,0.98,-2,14,11,0.86,2,4,-7
CCn1nccc1C(=O)Nc1cc(Cl)ccc1Cl,1.2,-1,-3,-8,1,-21,-14,-9
CN(C)c1ccc(CNC(=O)CCc2ccc(S(=O)(=O)N3CCCCCC3)cc2)cc1,0.97,-4,-11,-6,1.1,3,9,-3
CN(C)CCN(C(=O)c1ccc2c(c1)OCCO2)c1nc2c(Cl)cccc2s1,1.4,3,1,1,0.99,-35,-6,0
CCCCN(C(=O)CCC(=O)Nc1cc(C)on1)C(C(=O)NC1CCCC1)c1cccc(OC)c1 (stereo not given),1.1,-3,0,-7,1,-15,5,-2
COc1ccc(N(C)C(=O)c2cn(CC(C)C)c(=O)c3cc(OC)c(OC)cc23)c(OC)c1,0.92,-3,2,1,0.98,8,-9,-3
COc1ccc(C(C)=O)cc1Cn1nc(C)c([N+](=O)[O-])c1C,1.1,-2,-3,0,1,-8,-15,-7
CC1CCN(C(=O)COC(=O)CCc2c[nH]c3ccccc23)CC1,1.1,-3,0,2,0.99,-15,-6,10
Cc1ccc(C(=O)Nc2nnc(-c3ccncc3)o2)cc1,1.2,0,9,-13,0.91,-15,-4,-1
CS(=O)(=O)N(CC(=O)NC1CCCCC1)c1cccc(Cl)c1,1.1,-3,-1,-6,1,-8,-16,2
COC(=O)c1ccc(C2/C(=C(\O)c3ccc(OC)c(C)c3)C(=O)C(=O)N2c2cc(C)on2)cc1 (stereo not given),0.97,-5,1,5,0.99,3,-31,2
COc1cc(C=O)cc(Cl)c1OC(=O)N1CCOCC1,0.94,-4,0,6,1,6,-5,-4
CCOC(=O)N1CCN(Cc2nc3cc(NC(=O)c4ccco4)ccc3n2C)CC1,1,3,-16,-5,1.2,-5,1,-8
O=C(CCCSc1nc2ccccc2[nH]1)N1CCN(c2ccccc2)CC1,0.99,-3,-7,-4,1.1,1,-2,0
Cc1ccc(N(CC(=O)N2CCN(c3ccc(F)cc3)CC2)S(=O)(=O)c2c(C)noc2C)cc1,1.1,-4,4,-3,0.96,-15,1,-1
c1ccc(-c2nnc3sc(Cc4cccs4)nn23)cc1,1,-5,9,2,0.91,-4,6,-1
CC1(C)CC(=O)c2sc(NC(=O)CN3CCOCC3)nc2C1,0.94,3,2,-1,0.98,6,-4,7
O=C(Nc1ccccc1-c1nnc(SCc2ccccc2Cl)o1)c1ccccc1,0.88,0,4,-5,0.96,12,-19,-2
COc1cc(S(=O)(=O)n2cnc3ccccc32)ccc1Br,1.2,-2,2,-2,0.98,-17,8,-5
CCOC(=O)CSc1nnc([C@@H](NC(=O)OC(C)(C)C)C(C)C)o1,1.1,-10,-10,4,1.1,-15,-18,2
O=C(O)c1ccccc1/C=N/NC(=S)NC1CCCCC1,1.2,-5,10,-2,0.9,-15,-19,-3
Cc1cc(C)cc(OCCCCCNCCO)c1,1.1,2,-3,-3,1,-8,-2,-8
CCC1=Nc2ccccc2-c2nnc(SC)nc2O1,0.86,-3,5,-3,0.95,14,6,-5

# In the list so far, 2 contain a cyano group:
SMILES,hIAP activ,APOBEC3A inh,mIAP inh,ATG4B inh,mIAP act,hIAP inh,PfG6PD inh,HKDC1 inh
CCC1(CC)Cc2ccccc2C(=C(C#N)C#N)N1,0.99,-1,3,-8,0.97,1,2,-4
N#CCCn1c(Cl)nc2ccccc21,0.96,1,3,-4,0.97,4,-16,15
